# Screens: PubChem BioAssay, National Center for Advancing Translational Sciences (NCATS)
# GLP1R cytotox – cytotoxic in the GLP-1 receptor inverse agonist counter-screen; HEK293 cAMP-luciferase reporter cells, luminescence, 24 h; Potency, µM (highest dose often 38.3 µM), inactives show at the top dose activity change, negative = inhibition, most hits filed as inhibitors; actives 0.13% (n = 410,000);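 note: loss of luciferase light is scored as toxicity; potency is the fitted concentration of half-maximal effect; % is set by controls: 0 for no effect and ±100 for the full control effect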
#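 Cells in DMEM/10% Nu serum/1% pen-strep, 1536-well format. Pre-incubated 12 h, dosed with 23 nL compound, incubated a further 24 h. Luciferase detection, 12 min at room temp, luminescence.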
# Mm-Cpn inhibitor – blocks the Methanococcus maripaludis chaperonin Mm-Cpn; purified Mm-Cpn ATPase, ADP Transcreener TR-FRET; Potency, µM (titrated, usually from 76.9 µM), inactives show top-dose activity, negative = inhibition, actives largely listed as inhibitors; actives 0.031% (n = 330,000); AID 504842; note: potency is the fitted concentration of half-maximal effect; % is set by controls: 0 for no effect and ±100 for the full control effect; nearly all actives have a fitted effect of over 80% in size
#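 Inhibition of chaperonin ATP hydrolysis is measured as reduced ADP production, detected by competitive TR-FRET in which signal falls with ADP. Final enzyme 25 nM and ATP 10 uM, reacted 30 min at 37°C.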
# Akt phos inh – Akt phosphorylation inhibition; Neuro2A IGF-stimulated pAkt S473 HTRF, 20 min; hits give low values; activity change, % for hits at 50 µM; actives 0.32% (n = 360,000); AID 651550; in the data active = activity change below about -80%; inconclusive = mostly about -51% to -80%; note: % is set by controls: 0 for no effect and ±100 for the full control effect
#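 Single-point screen (50 µM final compound) in Neuro2A cells stimulated 20 min with 6 nM IGF at 37 deg C. After lysis, Ser473-phosphorylated Akt read by HTRF (ex 330 nm, em 615/665 nm) as the 665/615 ratio.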
# GLP1R inv ag – acts as inverse agonist at human GLP-1 receptor. HEK293 GLP-1R CRE-luciferase, luminescence, 24 h; GLP-1R form is constitutively active. Potency, µM (doses to about 38.3 µM), inactives show at the highest dose activity change, negative = inhibition, hits mostly inhibitors. actives 1.6% (n = 410,000). AID 624417; note: potency is the fitted concentration of half-maximal effect; % is set by controls: 0 for no effect and ±100 for the full control effect; nearly all actives have a fitted effect of over 55% in size
#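 HEK293 cells stably co-expressing constitutively active GLP-1R and a cAMP-responsive luciferase reporter were seeded in DMEM with 10% Nu serum, given compounds after 12 h, and incubated 24 h at 37 deg C. Luminescence was then read.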
# aSyn rescue – rescues yeast growth from alpha-synuclein toxicity. Potency, µM (series often up to 46.1 µM), for the others: top-dose growth rescue (activation), most hits filed as activators. AID 652106. Yeast expressing alpha-synuclein, growth rescue, BacTiter-Glo, 24 h. actives 0.14% (n = 370,000); note: potency is the fitted concentration of half-maximal effect; % of control where 0% means no effect; nearly all actives have a fitted effect of over 65% in size
#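 Rescue of yeast growth: cells expressing toxic alpha-synuclein, induced in galactose at OD600 0.02, incubated with compound 24 h at 30 C. ATP luminescence quantified growth; inhibitors of toxicity appear as activators.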
# FUS suppressor – suppressors of FUS proteinopathy in yeast; S. cerevisiae FUS-expressing, growth rescue, OD600, 24 h; Potency, µM (titrated, usually from 76.6 µM), for the others: top-dose growth rescue (activation), actives largely listed as activators; actives 0.24% (n = 390,000);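 note: potency is the fitted concentration of half-maximal effect; plate controls were DMSO vehicle for no effect and reference control for full effect; nearly all actives have a fitted effect of over 55% in size; some results filed as inactive show a strong effect at the top dose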
#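 Quantitative HTS measuring growth restoration of FUS-toxic yeast. Galactose-induced cells (OD 0.005) were exposed 24hr at 30C to compounds at several concentrations, then absorbance at 600 nm was recorded.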
# TDP-43 yeast inh – TDP-43 toxicity inhibition in yeast; TDP-43 expressing yeast growth rescue, BacTiter-Glo, 24 h; Potency, µM (doses to about 46.1 µM), inactives show top-dose growth rescue (activation), most hits filed as activators; actives 1.8% (n = 410,000); AID 652104; note: potency is the fitted concentration of half-maximal effect; % of control where 0% means no effect; nearly all actives have a fitted effect of over 50% in size
#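 In this qHTS, compounds that restore growth of yeast expressing TDP-43 appear as activators. Cells (OD600=0.02, galactose medium, raffinose-pregrown) are incubated with compound 24 hr at 30 deg C and growth is quantified by BacTiter-Glo.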
# PTHR1 ag – PTHR1 (human) receptor agonism; Q03431; HEK293 GP2 PTHR1 cells, GloSensor cAMP luminescence, 1 h; Potency, µM (series often up to 115 µM), for the others: at the top dose activation, actives largely listed as activators; actives 0.075% (n = 410,000); AID 743266; note: potency is the fitted concentration of half-maximal effect; nearly all actives have a fitted effect of over 55% in size; some results filed as inactive show a strong effect at the top dose; inactives centre near -15; many of its hits are not listed in these tables
# Target sequence (Q03431 whole entry, looked up): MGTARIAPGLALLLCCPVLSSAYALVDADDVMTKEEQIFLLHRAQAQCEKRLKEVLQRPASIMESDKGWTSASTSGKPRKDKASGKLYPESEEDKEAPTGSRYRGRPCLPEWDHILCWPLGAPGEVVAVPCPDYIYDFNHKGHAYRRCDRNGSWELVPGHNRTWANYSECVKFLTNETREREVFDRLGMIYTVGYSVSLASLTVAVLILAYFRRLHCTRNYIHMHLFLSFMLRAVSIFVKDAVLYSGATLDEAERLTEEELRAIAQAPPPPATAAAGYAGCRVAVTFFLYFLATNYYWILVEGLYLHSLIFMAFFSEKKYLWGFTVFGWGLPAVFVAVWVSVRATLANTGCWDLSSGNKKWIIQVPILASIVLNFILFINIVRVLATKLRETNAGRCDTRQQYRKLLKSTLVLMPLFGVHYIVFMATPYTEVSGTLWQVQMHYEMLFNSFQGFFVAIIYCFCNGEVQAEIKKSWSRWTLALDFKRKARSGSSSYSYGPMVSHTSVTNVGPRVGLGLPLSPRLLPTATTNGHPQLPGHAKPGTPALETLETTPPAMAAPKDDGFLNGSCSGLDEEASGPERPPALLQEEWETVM
#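 HEK-293-derived GP2 cells expressing PTHR1 and a GloSensor cAMP reporter, 3,000/well, plated overnight, given luciferin plus IBMX (each 0.5 mM as added) for 1 h at 37 °C, then compound for 1 h at 37 °C. Luminescence was read after 15 min at room temperature.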
# Abeta yeast res – A-beta toxicity reversal in yeast. AID 1347071. actives 0.063% (n = 410,000). Potency, µM (titrated, usually from 46.1 µM), without a hit: at the top dose growth rescue, actives largely listed as activators. yeast expressing A-beta42, growth rescue, OD600, 48 h; response scale: 0% DMSO, 100% iron-clioquinol control; note: potency is the fitted concentration of half-maximal effect; nearly all actives have a fitted effect of over 55% in size
#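 Growth rescue measured by 600 nm absorbance after 48 h yeast culture at 30 C with compound. Values normalized between DMSO and an equimolar ferric chloride plus clioquinol control.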
# The depositor's hits bear a star; i = inactive; ? = inconclusive; / = no result given; [ ] = dose if it differs, or a comment. Unless noted, calls come from the whole dose curve; as a rule, active = well fitted curve in the direction sought with a large enough effect; inconclusive = small, poorly fitted or top-dose-only effect, or another doubt; inactive = no such curve, though single readings can be large; an effect the other way counts as inactive or inconclusive. Only part of the results is shown, so the mix of outcomes need not match the whole.
SMILES,GLP1R cytotox,Mm-Cpn inhibitor,Akt phos inh,GLP1R inv ag,aSyn rescue,FUS suppressor,TDP-43 yeast inh,PTHR1 ag,Abeta yeast res
CCOC(=O)c1ccc(-n2c(N)c(C(=O)OC)c3nc4ccccc4nc32)cc1,45.5%[activator],/,/,3.3%,/,30.7%,0.0%,-23.7%,-3.1%
CC(C)Oc1ccc(CNS(=O)(=O)c2ccc3c(c2)C(C)(C)C(=O)N3C)cc1,5.0%,/,/,-10.6%,/,15.5%,22.8%,i,-8.8%
O=C(N/N=C/c1ccco1)c1cc(=O)[nH]c2ccccc12,-14.2%,2.9%,i,-4.0%,7.4%,3.2%,-10.6%,-9.5%,0.5%
Nc1ncc(Br)cc1S(=O)(=O)Nc1ccccc1F,-1.1%,1.1%,i,-19.9%,13.1%,-7.7%,6.8%,-19.6%,16.8%
CSc1c(-c2ccccn2)c(N)nn1C(=O)C1CC1,9.1%,?,i,0.9%,13.4%,1.9%,11.2µM*,i,-15.8%
NC(=O)[C@@H]1CC2(CC(c3cccc(NC(=O)[C@H]4CCC(=O)N4)c3)=NO2)CN1C(=O)COc1ccc(Cl)cc1 (some centres not stated),-23.1%,-0.2%,i,-4.1%,1.3%,-0.4%,-6.0%,-16.0%,-15.9%
C1CC1C(=NN=C(C1CC1)C1CC1)C1CC1,0.0%,/,i,1.1%,-1.8%,10.9%,-22.4%,-1.5%,-0.3%
CCOC(=O)c1sc(NC(=O)C2=COCCO2)c(C#N)c1C,0.9%,-0.1%,i,12.3%,-7.4%,22.7%,-24.3%,i,-18.4%
COc1ccc(-c2cc(OC(=O)c3ccc(Cl)cc3)c3c(C)oc(C)c3c(=O)c2)cc1,-16.6%,/,/,7.6%,/,?,-1.1%,29.7%,-5.3%
CCOC(=O)c1cc(-c2ccc3c(c2)OCO3)nc2onc(C)c12,31.1%[activator],-6.4%,-116.7%*,18.5%,4.6%,-7.6%,18.8%,-35.7%[inhibitor][57.5 µM],10.9%
O=C(/C=C/c1ccc([N+](=O)[O-])cc1)NCCN1C(=O)S/C(=C\c2ccc(F)cc2)C1=O,-1.1%[7.66 µM],-0.5%,i,20.4%[7.66 µM],1.8%,-6.5%,-21.3%,7.6%,-8.4%
CNC(=O)C1CC(=O)N(Cc2ccc(OC)c(OC)c2)C(=Nc2ccc(OC)cc2)S1 (configuration not stated),-0.2%,0.9%,i,73.9%[activator],-0.2%,26.7%,-14.7%,-36.0%[inhibitor][57.5 µM],-15.8%
O=C(NCc1ccc(F)cc1)C1CCCN(S(=O)(=O)c2cccc3nonc23)C1 (configuration not stated),2.8%,-1.1%,i,2.8%,-4.7%,-15.2%,-7.9%,-9.3%,2.1%
Cc1cccc(CS(=O)(=O)c2ncc(Cl)c(C(=O)Nc3ccc(F)cc3)n2)c1,?,-1.7%,i,?,-3.3%,19.6%,-11.0%,-14.2%,-26.1%
COc1cc(C)ccc1OCCSc1nnc(-c2ccc(C)cc2)o1,13.4%,/,/,-12.1%,/,23.6%,?,i,-1.0%
Cc1cccc(OCC(=O)Nc2nnn(C)n2)c1C,1.0%,-0.7%,i,2.7%,-2.6%,8.9%,9.4%,-6.3%[57.5 µM],7.2%
O=C(N/N=C\c1ccc([N+](=O)[O-])o1)C1COc2ccccc2O1 (configuration not stated),-23.5%,-1.0%,i,42.1%[activator],5.8%,13.9%,?,-48.3%[inhibitor],-17.2%
CNC(=O)CSc1nnc(SCCC(=O)O)s1,-7.6%,-8.0%,i,4.2%,-5.6%,/,3.9%,-13.5%,-2.9%
CCN(CC(=O)Nc1c(F)cccc1F)C(=O)Cc1n[nH]c(=O)c2ccccc12,4.0%,-1.0%,i,4.7%,3.8%,4.7%,-16.8%,-6.2%,-9.5%
CN(C)C=NC(=O)c1ccc(N2CCN(c3ncc(C(F)(F)F)cc3Cl)CC2)cc1,26.6%,/,i,11.6%,-1.7%,5.2%,2.0%,-15.9%[57.5 µM],4.0%
CCOC(=O)C1(C)NC(c2cccc(C)c2)C2C(=O)N(c3ccccc3)C(=O)C21 (configuration not stated),-0.5%,-2.5%,i,-1.8%,1.7%,-1.2%,7.1%,-13.2%,-7.0%
COc1ccc(C(=O)CSc2ccc(-c3ccco3)nn2)cc1,-9.1%,-2.7%,i,2.9%,10.3%,/,24.6%,i,-22.6%
O=C(NCc1ccco1)c1ccc2c(c1)N(Cc1ccccc1F)C(=O)c1ccccc1S2=O (configuration not stated),-6.5%,/,/,-21.6%,/,?,10.3%,-15.4%,-7.2%
c1ccc(-c2nc3ccccc3c3nc4ccccc4n23)cc1,1.0%,1.2%,i,48.6%[activator],-11.1%,9.7%,-1.2%,-9.8%,-9.0%
COc1ccc(NC(=O)c2nc(SCc3ccccc3F)ncc2Cl)cc1,-0.7%,/,/,3.8%,-0.2%,-17.6%,5.9%,i,-13.6%
CCOc1ccc(N2C(=O)C3ON(c4ccccc4)C(c4cccs4)C3C2=O)cc1 (configuration not stated),-0.7%,-0.3%,i,2.6%,1.4%,2.7%,-14.9%,i,13.3%
Cc1cccn2c(=O)c3cc(C(=O)NCc4ccco4)c(=N)n(C(C)C)c3nc12,287.4%[activator],1.7%,i,0.0%,0.3%,10.1%,16.2%,i,-6.5%
Cc1ccc2c(c1)CCCN2CC(=O)N(C)c1c(N)n(Cc2ccccc2)c(=O)[nH]c1=O,2.9%,-1.5%,i,10.6%,-3.7%,/,13.3%,i,-12.2%
C=CCn1c(SC(CCO)C(=O)NCc2ccco2)nc2sc3c(c2c1=O)CCC3 (configuration not stated),-25.8%,-0.4%,i,6.3%,-5.5%,27.2%,-1.0%,i,-10.3%
CCOC(=O)c1cnn(Cc2cccc(Cl)c2)c1C,4.2%,-5.5%,i,-18.8%,-7.5%,17.3%,?,-5.2%,1.4%
Cc1c(C(=O)N/N=C/c2cccs2)nnn1-c1nonc1N,4.0%,1.3%,i,-0.6%,0.8%,-3.0%,14.1%,i,-1.2%
CC(=O)c1cccc(NC(=O)CSc2nnc(-c3ccc(S(=O)(=O)N4CCCC4)cc3)o2)c1,-14.1%,-4.3%,?,-30.1%,0.1%,2.1%,-18.6%,i,-2.6%
Clc1ccccc1CNc1ncnc2c1c(-c1ccccc1)cn2-c1ccccc1,4.0%,/,/,?,/,-11.9%,12.7%,i,8.8%
Cn1c(=O)c2[nH]c(SCc3cccnc3)nc2n(C)c1=S,0.1%,/,i,9.2%,0.9%,-25.3%,-1.4%,-32.7%[inhibitor],3.2%
CCOC(=O)C1CC(C)=C(C)CC1C(=O)O (configuration not stated),5.0%,-2.1%,i,-2.3%,-0.2%,-24.3%,-5.9%,-23.8%,0.8%
CCCn1cc(C(=O)N(C)C2CCCN(Cc3ccccc3F)C2)c(C)n1 (configuration not stated),1.3%,-6.2%,i,-0.7%,6.4%,/,3.4%,-2.7%,2.9%
Cc1cccc(C(=O)c2c(N)sc3c2CCC(C)C3)c1 (configuration not stated),?,-5.5%,i,0.0%,4.1%,/,20.6%,i,0.3%
CN1C(=O)SC(Nc2ccccc2C(=O)O)C1=O (configuration not stated),-13.9%,-2.8%,i,-21.1%,-0.7%,12.5%,7.6%,i,-8.0%
O=C1CCC(C(=O)OCc2cc(=O)oc3ccc4ccccc4c23)=NN1,-0.2%,1.4%,i,-2.2%,-9.4%,3.6%,-12.7%,i,-10.5%
COc1ccccc1CCNC(=O)/C(=C/c1cccnc1)NC(=O)c1ccccc1,4.5%,0.1%,i,7.8%,0.0%,-13.1%,-1.3%,i,6.2%
NC(=O)c1cccc(Nc2nc(C(N)CCc3ccccc3)cs2)n1 (configuration not stated),2.5%,/,i,-13.1%,0.0%,-2.1%,17.6%,-16.6%,-14.4%
COc1cc(OC)cc(C(=O)N[C@H](C(=O)OCC(=O)c2c[nH]c3ccccc23)C(C)C)c1,-16.5%,-7.2%,i,?,1.0%,5.3%,-6.2%,i,12.4%
Cc1ccc(C(=O)OCc2cc(=O)n3ccsc3n2)s1,-4.1%,-6.6%,i,-23.6%,2.8%,21.2%,28.3%,-20.6%,-7.2%
O=C(c1c(Cl)nc2sccn12)N1CCN(c2cccc(Cl)c2)CC1,?,1.9%,i,?,-1.4%,27.6%,14.1µM*,i,-28.9%
